# Screens deposited in PubChem by National Center for Advancing Translational Sciences (NCATS).
# Menin-MLL TR inh: qHTS Assay for Inhibitors Targeting the Menin-MLL Interaction in MLL Related Leukemias: Competition With Texas Red Labeled MLL-derived Mutant Peptide; Menin + Texas Red MLL mutant peptide, fluorescence polarization; Potency, µM (series often up to 61.6 µM), without a hit: at the highest dose FP activity change, negative = inhibition, hits mostly inhibitors; 0.23% of 270,000 active; AID 1768, 2009; active = well fitted inhibition curve with a large enough effect in the polarisation, with a control signal flat, not every such curve was filed as active; inconclusive = small, poorly fitted or top-dose-only effect, or effect the other way, or a change in a side signal; inactive = no such curve, though single readings can be large or run the other way; the % refers to the polarisation; also: potency is read from the fitted curve at half-maximal effect; % of control where 0% means no effect; many of its hits are not listed in these tables
# TCR act: Activators of T cell receptors: qHTS campaign; primary human leukocytes, anti-CD3, IL-2 HTRF, 48 h; Potency, µM (doses to about 9.22 µM), without a hit: top-dose activation of IL-2 secretion, usual class: activators; 330,000 tested, under 10 active; also: % of control where 0% means no effect
#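 Human primary leukocytes + a-CD3 beads + cpd, 48 hr; IL-2 in supernatant by HTRF (ex 320nm / em 665nm). No co-stimulatory signal supplied.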
# TSG101-PTAP inh: qHTS Assay for Iinhibitors of HIV-1 Budding by Blocking the Interaction of PTAP/TSG101. Fluorescence polarization, FITC-PTAP peptide / Tsg101 binding. Potency, µM (top dose mostly 115 µM), without a hit: at the highest dose activity change, negative = inhibition, hits mostly inhibitors. 340,000 tested, under 10 active. AID 493005, 2010; active = well fitted inhibition curve with a large enough effect in the main read-out, with a control signal flat, not every such curve was filed as active; inconclusive = small, poorly fitted or top-dose-only effect, or effect the other way, or a change in a side signal; inactive = no such curve, though single readings can be large or run the other way; also: potency is read from the fitted curve at half-maximal effect; % of control where 0% means no effect
# Target sequence (Q99816 whole entry, looked up): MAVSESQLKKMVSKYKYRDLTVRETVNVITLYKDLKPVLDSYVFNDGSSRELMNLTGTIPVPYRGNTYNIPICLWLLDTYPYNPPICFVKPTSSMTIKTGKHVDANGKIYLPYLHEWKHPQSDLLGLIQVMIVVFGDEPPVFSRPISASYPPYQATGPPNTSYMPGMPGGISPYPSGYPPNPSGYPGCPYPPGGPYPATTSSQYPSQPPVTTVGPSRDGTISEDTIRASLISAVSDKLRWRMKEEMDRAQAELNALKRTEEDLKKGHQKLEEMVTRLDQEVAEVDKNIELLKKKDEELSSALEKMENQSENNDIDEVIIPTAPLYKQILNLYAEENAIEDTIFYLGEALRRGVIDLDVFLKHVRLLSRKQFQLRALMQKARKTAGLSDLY
#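 Tsg101 binding domain (10 uM final) was mixed with compound and a FITC-labeled PTAP peptide (50 nM final) in HEPES pH 7.5 buffer with NaCl, Tween 20, EDTA and TCEP; fluorescence polarization was read after 20 min at r.t.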
# MLL CXXC-DNA inh: qHTS Fluorescence Polarization Assay for Inhibitors of MLL CXXC domain - DNA interaction | MLL-CXXC / FITC-HOXA9 DNA fluorescence polarization | Potency, µM (series often up to 115 µM), for the others: top-dose activity change, negative = inhibition, actives largely listed as inhibitors | 0.037% of 290,000 active | AID 2662, 2010; active = well fitted inhibition curve with a large enough effect in the polarisation, with a control signal flat, not every such curve was filed as active; inconclusive = small, poorly fitted or top-dose-only effect, or effect the other way, or a change in a side signal; inactive = no such curve, though single readings can be large or run the other way; the % refers to the polarisation; also: potency is read from the fitted curve at half-maximal effect
#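 Fluorescence polarization: 7 uM MLL-CXXC (stock) preincubated 5 min with compounds, then 50 nM fluorescein-HOX-A9 DNA (stock) added; 30 min ambient. Buffer 50 mM Tris-HCl pH 7.5, 50 mM NaCl, 1 mM DTT, 0.05% BSA.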
# S-ASM inh: Inhibitors of Secretory Acid Sphingomyelinase (S-ASM): qHTS | Sphingomyelin phosphodiesterase (Homo sapiens), P17405 | placental ASM, HMU-PC fluorogenic substrate, 60 min | Potency, µM (highest dose often 57.5 µM), without a hit: top-dose activity change, negative = inhibition, usual class: inhibitors | 0.006% of 340,000 active; also: potency is read from the fitted curve at half-maximal effect
# Target sequence (P17405 47-631 limits assumed): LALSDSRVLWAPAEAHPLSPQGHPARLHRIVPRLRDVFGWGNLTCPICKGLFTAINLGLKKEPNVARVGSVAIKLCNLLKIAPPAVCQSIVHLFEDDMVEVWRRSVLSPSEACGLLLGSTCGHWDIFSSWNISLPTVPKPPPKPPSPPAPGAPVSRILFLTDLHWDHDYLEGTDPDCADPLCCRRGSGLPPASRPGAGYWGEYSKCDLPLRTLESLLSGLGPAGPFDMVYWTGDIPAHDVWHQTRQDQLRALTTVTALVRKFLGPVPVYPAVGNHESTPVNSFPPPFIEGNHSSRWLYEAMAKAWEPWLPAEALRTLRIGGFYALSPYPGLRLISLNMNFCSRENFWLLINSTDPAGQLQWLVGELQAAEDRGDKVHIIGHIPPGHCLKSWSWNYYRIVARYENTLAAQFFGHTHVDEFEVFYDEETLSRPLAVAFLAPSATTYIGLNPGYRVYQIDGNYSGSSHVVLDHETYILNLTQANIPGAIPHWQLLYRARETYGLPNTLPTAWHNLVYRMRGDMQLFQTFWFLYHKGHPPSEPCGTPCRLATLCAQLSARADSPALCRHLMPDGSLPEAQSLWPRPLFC
#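 Steps: dispense placental human ASM, pin compound, wait 10 min at room temperature, add HMU-PC0 substrate at 9 uM final, incubate 60 min at 37 °C, add stop solution raising pH to 10, read fluorescence.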
# a7 integrin act: qHTS for Activators of Integrin-Mediated Alleviation for Muscular Dystrophy; 0.064% of 350,000 active; alpha7betagal myoblasts, beta-gal FDG fluorescence, 48 h; AID 624291, 2012; Potency, µM (titrated, usually from 38.3 µM), for the others: at the top dose activation, actives largely listed as activators;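 also: potency is read from the fitted curve at half-maximal effect; 100% = response of the positive control SU9516; nearly all actives have a fitted effect of over 60% in size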
#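 Alpha7betagal+/- myoblasts (passage 13) were plated 16-24 hr, then exposed to compounds (1:260 dilution of DMSO stock) for 48 hours at 37C. After MPER lysis, β-galactosidase reporter activity was read as FDG fluorescence (ex 480/em 540) after 30 minutes.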
# Mito fusion act: qHTS Assay for Small Molecule Inhibitors of Mitochondrial Division or Activators of Mitochondrial Fusion; AID 485298, 2010; Potency, µM (doses to about 46.1 µM), without a hit: at the highest dose growth rescue (activation), actives largely listed as activators; S. cerevisiae fusion-defective mutant growth rescue, CellTiterGlo 48 h; 0.23% of 320,000 active;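 also: potency is read from the fitted curve at half-maximal effect; % of control where 0% means no effect; nearly all actives have a fitted effect of over 45% in size; temperature-sensitive fusion mutants such as fzo1-1 at 37 °C on non-fermentable ethanol glycerol medium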
#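 Growth-rescue viability read-out: after 48 h at the non-permissive 37C in glycerol/ethanol YPEG, yeast mitochondrial fusion mutants are measured by CellTiterGlo luminescence; compounds (23 nl pinned per well) restoring growth score as division inhibitors or fusion activators.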
# TSHR antag: Antagonists of the Thyroid Stimulating Hormone Receptor: HTS campaign. Thyrotropin receptor (Homo sapiens), P16473. TSHR-expressing cells, TSH-stimulated cAMP HTRF, 2 h; stronger effect = lower value. activity change, negative = inhibition, % at 11.5 µM. 0.2% of 330,000 active. AID 504810, 2011;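 active = activity change below a set negative limit, meaning inhibition stronger than a set level, cut at about -70% in these data; inconclusive = activity change between two set negative limits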; also: % is scaled to controls: 0 for no effect and ±100 for the full control effect
#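 Read-out is FRET at 665 nm (cryptate excitation 337 nm) from a cryptate-tagged anti-cAMP antibody, competed by cell cAMP against cAMP-d2. Compounds are tested on freshly harvested TSHR cells challenged with 4nM TSH (EC80) for 2 hours at 37 deg C.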
# AT treatment: qHTS Assay for Identifying a Potential Treatment of Ataxia-Telangiectasia; Potency, µM (highest dose often 57.5 µM), for the others: at the highest dose activation, actives largely listed as activators; 0.19% of 320,000 active; […] A-T fibroblasts, KAP-1 phosphorylation AlphaLISA; neocarzinostatin DNA damage 30 min before lysis; AID 485349, 2010; also: potency is read from the fitted curve at half-maximal effect; % of control where 0% means no effect; nearly all actives have a fitted effect of over 45% in size
#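 hTERT-immortalized A-T patient fibroblasts ([…]), 500 cells/well in OPTI-MEM, 1% FBS, got compounds for 60 min, then NCS for 30 min at 37C. Lysates were then assayed for phospho-KAP-1 by AlphaLISA (anti-pKAP1 donor, anti-KAP1 acceptor beads), 6 hr at 25C.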
# MBNL1 CUG block: qHTS Assay for Inhibitors of MBNL1-poly(CUG) RNA binding | TR-FRET MBNL1-His/biotin-(CUG)12 binding, 665/545 ratio | Potency, µM (titrated, usually from 57.5 µM), without a hit: at the highest dose activity change, negative = inhibition, hits mostly inhibitors | 0.036% of 280,000 active; active = well fitted inhibition curve with a large enough effect in the signal ratio, with a control signal flat, not every such curve was filed as active; inconclusive = small, poorly fitted or top-dose-only effect, or effect the other way, or a change in a side signal; inactive = no such curve, though single readings can be large or run the other way; the % refers to the signal ratio; also: potency is read from the fitted curve at half-maximal effect; % is scaled to controls: 0 for no effect and ±100 for the full control effect
#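 Inhibition of protein-RNA binding appears as loss of TR-FRET between terbium anti-His antibody on MBNL1-His and streptavidin-XL665 on biotin-(CUG)12. Activity is normalized to buffer-only and uninhibited-complex controls.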
# An asterisk follows results filed as active; ? = inconclusive; / = no result given; [ ] = dose if it differs, or a comment. Unless noted, calls follow the shape of the dose curve; as a rule, active = well fitted curve in the direction sought with a large enough effect; inconclusive = small, poorly fitted or top-dose-only effect, or another doubt; inactive = no such curve, though single readings can be large; an effect the other way counts as inactive or inconclusive.
SMILES,Menin-MLL TR inh,TCR act,TSG101-PTAP inh,MLL CXXC-DNA inh,S-ASM inh,a7 integrin act,Mito fusion act,TSHR antag,AT treatment,MBNL1 CUG block
Cc1ccc(C)c(NC(=O)CN(C)C(=O)[C@@H](NC(N)=O)C(C)C)c1,-3.6%,-3.9%,-3.4%,-1.9%,-3.7%,17.4%,-3.4%,16.3,4.9%,-11.0%
Cc1ccc(C(C(=O)NCC2CCCO2)N(C(=O)c2snc(C(N)=O)c2N)c2ccc(C(C)C)cc2)o1 (stereo not drawn),-22.5%,2.0%,-7.7%,5.2%,/,18.3%,11.1%,-4.8,5.0%,0.6%
Cc1cccc(NC(=O)CSc2nc3[nH]ncc3c(=O)[nH]2)c1C,-18.6%,4.1%[46.1 µM],-0.9%,-8.2%,0.2%,-14.1%,5.1%,13.5,-2.1%,/
CN(c1ccccc1)S(=O)(=O)c1cccc(NS(=O)(=O)c2ccc(/C=C/C(=O)O)cc2)c1,18.5%,-3.8%,-2.4%,-4.6%,10.8%,?,3.6%,5.8,0.1%,1.2%
Cc1ccc(NC(=O)CC(=O)NCCN2CCOCC2)cc1,4.2%,-2.4%,-3.0%,-1.2%,2.5%,5.9%,2.2%,5.9,6.0%,-5.9%
COc1ccc(S(=O)(=O)N(C)c2ccc(C(=O)Nc3ccccc3C(=O)N3CCOCC3)cc2)cc1OC,/,5.5%,-3.2%,-1.9%,-0.5%,-15.9%,1.7%,-15.5,5.6%,1.7%
CC(=O)N1c2c(cc(Br)cc2S(=O)(=O)N2CCOCC2)CC1C (stereo not drawn),0.0%,2.6%,-5.0%,-3.4%,2.7%,19.4%,-1.6%,-7.0,2.1%,2.8%
CCOC(=O)N1CCN(C(=O)C2CCN(S(=O)(=O)c3ccc(Cl)cc3)CC2)CC1,0.6%,4.3%,-18.4%,-0.1%,1.9%,9.9%,-0.6%,2.4,1.2%,0.2%
S=c1[nH]nc(-c2ccco2)n1/N=C/c1c(Cl)cccc1Cl,/,1.7%,-1.9%,3.3%,1.5%,-1.1%,8.0%,-10.2,2.8%,-2.6%
O=C(CCC(=O)N1CCOc2ccccc21)Nc1ccccc1Br,-1.0%,5.0%,-7.1%,/,1.8%,21.8%,6.0%,-6.6,5.1%,4.3%
Cc1cc(O)c(NC(=O)c2cccc([N+](=O)[O-])c2)cc1C,/,2.3%,-13.8%,-10.2%,3.4%,-9.1%,-1.7%,3.0,-36.4%,4.6%
COc1cccc(-c2nnc3sc(-c4cccs4)nn23)c1,-11.1%,-8.3%,-7.2%,5.6%,-1.3%,16.2%,4.7%,-5.9,8.4%,-4.7%
COc1ccc(OCC(=O)Nc2c(C(=O)N3CCC(N4CCCCC4)CC3)oc3ccccc23)cc1,-14.2%,1.9%,-8.0%,5.1%,-2.5%,-48.7%[inhibitor],-4.4%,-1.5,1.1%,-3.4%
Cc1cc(N2CCCCC2)nc(N)n1,-0.8%,-2.8%[46.1 µM],-3.6%,2.7%,4.2%,7.9%,-10.6%,-3.3,5.2%,-8.2%
O=C(Nn1c(-c2ccccc2)nc2ccccc2c1=O)C1CCC1,-7.7%,/,/,-2.6%,2.6%,-12.5%,-3.0%,4.8,4.5%,1.2%
COc1ccc2c(c1)OC[C@H]1[C@H]2N2C(=O)c3ccc(F)cc3NC(=O)[C@@]2(C)[C@H]1c1ccccc1,/,-5.6%,-4.0%,/,-4.7%,-37.3%,/,/,/,/
COc1ccc(CCCC(=O)Nc2cc(C)ccc2OC)cc1,-1.0%,11.7%,-1.2%,-2.6%,4.3%,27.9%,2.8%,5.6,6.1%,1.6%
O=C(Nc1ccccc1)[C@@H]1CC=C[C@@H]2CCN(C3CCCCC3)C(=O)[C@@H]21,/,-5.1%,-2.9%,/,1.8%,-6.7%,/,/,/,/
CC(=O)N1CCCc2cc(S(=O)(=O)N3CCc4ccccc4C3)ccc21,-9.9%,-3.2%,-13.0%,-2.9%,-2.1%,3.5%,0.2%,-5.9,9.4%,-4.1%
O=C(c1ccc2c(c1)OCO2)N1CCC2(CC1)Oc1ccc(Cl)cc1C(=O)C21CC(c2ccc(Cl)cc2)=NO1 (stereo not drawn),/,/,/,-1.2%,/,/,10.7%,4.6,3.2%,-5.1%
Cc1ccc(/C=C2\CCC(C3CCCC3)C2=O)cc1 (stereo not drawn),-0.1%,-4.0%[46.1 µM],0.2%,?,/,0.1%,2.0%,-3.5,2.3%,?
CCOc1cc(/C=N/NC(=O)c2ccc(CSc3nncn3C)cc2)ccc1OCC(=O)N1CCOCC1,-29.3%,-1.6%,-6.2%,2.1%,6.6%,23.7%,-3.9%,9.5,6.7%,?
Cc1ccccc1OCC(=O)Nc1ccc(N2CCN(C)CC2)c(Cl)c1,-13.3%,-3.1%,-6.0%,0.8%,-0.1%,-59.8%[inhibitor],4.9%,17.3,-5.0%,-1.9%
[O-]/C(=C(\C(=S)NCc1ccco1)[n+]1ccccc1)c1ccccc1Br,18.1%,1.6%,-4.9%,6.4%,-2.6%,34.5%,1.0%,-0.9,0.7%,18.9%
O=c1[nH]snc1-c1c(Cl)cccc1Cl,/,-1.1%,0.2%,/,4.0%,1.3%,/,/,/,/
CC(=O)Nc1ccc(NC(=O)COC(=O)c2ccccn2)cc1,-18.8%,2.9%,0.9%,-12.5%,1.6%,-55.6%[inhibitor],2.5%,2.1,-3.1%,-3.7%
COc1ccc(S(=O)(=O)Nc2ccc(C)c(S(=O)(=O)N3CCOCC3)c2)cc1[N+](=O)[O-],/,-0.3%,-1.3%,/,/,15.1%,-0.1%,1.4,-1.3%,/
CCc1ccc(NC(=O)CNC(=O)c2cn(-c3ccccc3OC)c(=O)c3ccccc23)cc1,2.4%,2.1%,-6.7%,6.6%,-14.1%,-0.4%,-0.6%,-27.8,/,22.1%
CCN(CC(=O)Nc1c(F)cccc1F)C(=O)COc1ccc2c(c1)CCC2,/,5.5%,-3.6%,/,-1.6%,-4.9%,6.7%,-4.6,2.6%,/
CCOc1ccc(-c2nnn(CCC(=O)O)n2)cc1OC,?,-3.6%,-7.4%,-3.0%,-0.9%,-2.8%[7.66 µM],1.1%,1.0,-0.9%,-5.7%
Cc1ccc(NC(=S)NNC(=O)c2ccccc2OC(F)F)cc1,15.4%,/,-4.1%,-1.5%,4.1%,-0.9%,-4.6%,3.1,-2.7%,3.5%
CCN(CC(=O)Nc1ccc(NC(C)=O)cc1)C(=O)/C=C/c1ccc(C)o1,/,10.1%,1.2%,/,5.9%,1.4%,-5.2%,25.2,0.0%,/
COCCNC(=O)/C(C#N)=C/c1ccc(OCc2ccc(F)cc2)cc1,4.3%,-2.8%,-0.9%,18.9%,-1.1%,?,-9.2%,-9.1,-2.3%,9.7%
CCN(CC(=O)Nc1ccc(OC)cc1)C(=O)Cc1coc2cc(C)c(C)cc12,/,-3.8%,-3.3%,/,-3.8%,-13.1%,13.4%,-20.6,1.9%,/
CCCCCCCCCCCC(=O)NC(C(=O)O)C(O)c1ccccc1 (stereo not drawn),11.0%,-3.6%,-2.9%,-16.2%,-7.0%,-19.2%,11.7%,-49.9,2.5%,-8.3%
Cn1cnnc1SCc1ccc(C(=O)N=Nc2c(O)n(Cc3ccc(Cl)cc3)c3ccccc23)cc1,8.1%,-1.5%[46.1 µM],-3.7%,10.5%,?,-45.7%[inhibitor],13.2%,-14.8,-0.8%,/
Cc1cccc(NC(=O)COC(=O)c2ccc3c(=O)n4c(nc3c2)CCC4)c1,1.7%,-3.9%[46.1 µM],-1.8%,1.0%,24.7%,-8.6%,-1.6%,-8.5,-2.3%,-7.2%
O=c1[nH]cc(NCCc2ccccc2)c(=O)[nH]1,?,1.5%,-6.6%,-4.6%,11.6%,-8.7%,5.2%,4.8,4.0%,16.3%
COc1ccccc1NC(=O)C(C)OC(=O)C1CCN(S(=O)(=O)c2ccccc2C(F)(F)F)CC1 (stereo not drawn),/,6.4%,-4.8%,/,-2.9%,-27.2%,/,/,/,/

# An excerpt (hit frequency here may not be typical).
